Assay outcomes: PubChem, several laboratories
DYRK1A inh = blocks rat Dyrk1A kinase activity | ADP-Glo luminescence, NFATc1 peptide | Q63470 | inhibition, % at 12.5 µM | 310,000 compounds, 0.43% hits; in the data active = inhibition above about 50%;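 note: plate controls were vehicle with enzyme for no effect and no enzyme for full effect; many of its hits are not listed in these tables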
GSK3A inh = inhibitors of human GSK-3 alpha kinase | 320,000 compounds, 0.1% hits | inhibition, % at 10 µM | AID 2650 | ADP-Glo luminescence, 60 min;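 in the data active = inhibition above about 50%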;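 note: GST-tagged GSK-3 alpha with peptide substrate and 25 µM ATP; 0% = DMSO neutral wells and 100% = GW8510 positive control wells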
Target sequence (P49840 whole entry, looked up): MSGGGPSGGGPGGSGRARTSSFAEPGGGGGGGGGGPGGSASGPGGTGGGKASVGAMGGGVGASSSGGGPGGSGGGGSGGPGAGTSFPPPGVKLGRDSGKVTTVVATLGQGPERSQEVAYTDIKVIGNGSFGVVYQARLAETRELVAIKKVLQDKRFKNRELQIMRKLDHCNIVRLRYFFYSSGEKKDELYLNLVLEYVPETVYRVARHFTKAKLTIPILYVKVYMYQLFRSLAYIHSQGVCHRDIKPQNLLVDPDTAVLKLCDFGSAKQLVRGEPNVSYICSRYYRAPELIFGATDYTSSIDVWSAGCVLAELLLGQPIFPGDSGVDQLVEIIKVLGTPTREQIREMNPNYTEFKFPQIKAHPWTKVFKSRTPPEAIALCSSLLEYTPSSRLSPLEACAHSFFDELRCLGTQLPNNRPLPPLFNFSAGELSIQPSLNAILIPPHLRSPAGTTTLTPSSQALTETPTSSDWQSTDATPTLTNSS
RGS4 inh = inhibitors of human RGS4; HEK293 M3R/RGS4 inducible, Fluo-4 calcium flux; active compounds read high; triggered by carbachol at its EC20; B-score at 10 µM; P49798; 310,000 compounds, 0.45% hits;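 active = B-score, a plate-corrected calcium signal, over three deviations above library mean, with baseline fluorescence within five deviations of library mean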;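 note: RGS4 expression induced by doxycycline in cells with stable M3 receptor; B-score is computed from the integrated fluorescence ratio over baseline after carbachol; higher B-score means a larger calcium signal and so more RGS4 inhibition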
RGS4 pot = RGS4 potentiation or activation | HEK293 M3R/inducible RGS4, carbachol calcium flux Fluo4; active compounds read low | B-score at 10 µM | 310,000 compounds, 0.92% hits | AID 463111;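 active = B-score of the integrated calcium signal more than 4 SD below the library mean, with starting fluorescence not abnormally high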;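 note: negative B-score means reduced calcium response which marks RGS4 activation or potentiation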
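Also added: carbachol at ECmax as muscarinic agonist stimulus; Assay system: HEK293 cells with stable M3R and inducible RGS4; Timing: overnight RGS4 induction, 30 min dye load 37 °C, 20 min compound RT; Measured by: Fluo4-AM (2 µM) calcium-flux fluorescence, kinetic read.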
KCNK3 inh = human KCNK3 channel inhibition, primary screen | O14649 | CHO-KCNK3 thallium flux, FluxOR fluorescence; active compounds read low | B-score at 10 µM | 340,000 compounds, 0.84% hits;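 active = B-score under library mean minus 4 SD, starting fluorescence ratio at most library mean plus 5 SD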;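 note: more negative B-score means stronger inhibition of thallium flux through KCNK3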
KCNQ1 pot = potentiates or activates the human KCNQ1 potassium channel; P51787; CHO-K1 KCNQ1, thallium flux FluxOR fluorescence; active compounds read high; B-score at 10 µM; 310,000 compounds, 0.35% hits;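 active = fluorescence ratio B-score, a plate-corrected score, at least three library SD, with initial intensity B-score within 5 SD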
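Assay system: stable KCNQ1 CHO-K1 line; medium: assay buffer, equal DMSO in all wells; timing: 90 min dye loading and 20 min compound exposure, both at room temperature; technique: kinetic FluxOR thallium fluorescence, 10-s 1-Hz baseline, 110-s post-stimulus read; read-out basis: B score of baseline-normalized fluorescence ratio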
GSK3beta inhib = human GSK3beta kinase inhibition. P49841. GST-GSK3beta kinase, ADP-Glo luminescence, 60 min; active compounds read low. activity score (negative = inhibition), % at 10 µM. 300,000 compounds, 0.038% hits;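 active = more than half of replicate wells score below -50%, meaning over 50% inhibition versus plate controls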;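 note: 0% = median DMSO wells and -100% = median GW8510 positive control wells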
Target sequence (P49841 whole entry, looked up): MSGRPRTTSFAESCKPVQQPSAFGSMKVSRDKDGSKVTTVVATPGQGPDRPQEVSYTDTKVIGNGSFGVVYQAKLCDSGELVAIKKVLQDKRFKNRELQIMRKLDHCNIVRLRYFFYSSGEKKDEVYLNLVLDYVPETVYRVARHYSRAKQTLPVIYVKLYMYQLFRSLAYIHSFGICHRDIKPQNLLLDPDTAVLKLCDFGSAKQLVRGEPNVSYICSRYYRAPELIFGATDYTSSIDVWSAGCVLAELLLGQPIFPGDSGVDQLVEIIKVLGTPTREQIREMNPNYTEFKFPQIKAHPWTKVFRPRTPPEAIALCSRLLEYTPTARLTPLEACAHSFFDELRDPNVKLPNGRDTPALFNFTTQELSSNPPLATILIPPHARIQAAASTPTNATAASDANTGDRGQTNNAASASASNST
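Test system: GST-fused GSK3beta enzyme, cell-free | Quantity: 1.6 ng GST-GSK3beta enzyme per well | Reagent: 25 µM ATP with peptide substrate | Schedule: 60 min enzyme reaction, room temperature | Signal: Luminescent ADP-Glo measurement of ADP formed | Read-out basis: Score relative to plate controls | Control set: DMSO and 20 µM GW8510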
hERG rescue = compounds protecting human hERG from proarrhythmic drug block. CHO-hERG, FluxOR thallium flux, dofetilide IC70 present. activation (rescue from dofetilide block), less the hit threshold, % at 10 µM. 310,000 compounds, 0.51% hits. AID 1511;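 active = activation above the mean of controls blocked by dofetilide plus 5 SD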;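 note: thallium influx through hERG after potassium depolarization seen as dye fluorescence rise; in these data hits start at about 4.7%; inactives centre near -7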
KCNQ1 inh = blocks the human KCNQ1 potassium channel | P51787 | CHO-K1 KCNQ1, FluxOR thallium flux fluorescence; active compounds read high | B-score at 10 µM | 310,000 compounds, 1.3% hits | AID 2642;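 active = compounds whose thallium flux B-score, printed positive for inhibition, exceeds three library SD while starting fluorescence stays within three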;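 note: channel opened by potassium depolarization with thallium stimulus after 20 min compound exposure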
PolyA inhibitor = blocks polyadenylation in yeast reporter cells; 300,000 compounds, 0.02% hits; AID 1875; calls only at 12 µM; S. cerevisiae SKY197-pL101 polyadenylation reporter, beta-gal luminescence; efflux-impaired pdr1/pdr3 knockout yeast; score 100 = 6 SD above DMSO;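 active = lowest replicate activity score at least 50, where 100 means six control SD above control mean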;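 note: yeast exposed to compound for 9 h at 30 °C; higher score means more reporter readthrough which indicates perturbed polyadenylation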
KCNK9 block = blocks the human KCNK9 two-pore domain potassium channel; HEK293 KCNK9, FluxOR thallium flux fluorescence; active compounds read low; B-score at 10 µM; 310,000 compounds, 1.2% hits; AID 488922;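 active = ratio B-score over 3 SD below the library mean, with starting fluorescence within 5 SD of its mean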;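 note: negative B-score means less thallium flux so channel inhibition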
The depositor's hits bear a star; i = inactive; . = no result given.

SMILES | DYRK1A inh | GSK3A inh | RGS4 inh | RGS4 pot | KCNK3 inh | KCNQ1 pot | GSK3beta inhib | hERG rescue | KCNQ1 inh | PolyA inhibitor | KCNK9 block
O=S(=O)(c1ccccc1)N1CCN(Cc2ccc(Cl)cc2)CC1 | 11 | -6 | i | i | i | i | -3 | -16 | i | i | i
CCOc1ccc(N(CC)C(=O)COc2cc(=O)n(C)c3ccccc23)cc1 | 9 | . | i | i | i | i | 1 | -2 | i | i | i
O=C(Cn1cnc([N+](=O)[O-])c1)Nc1ccccc1C(F)(F)F | 0 | 0 | i | i | i | i | . | -3 | i | i | i
CC(=O)Nc1ccc(OC(=O)Oc2ccc(NC(C)=O)cc2)cc1 | -2 | -3 | i | i | i | i | -1 | -7 | i | i | i
CC(Oc1ccccc1)c1nnc(SCC(=O)NC2CC2)n1C (stereo not drawn) | 0 | 0 | i | i | i | i | 3 | -7 | i | i | i
CCCN1CNC(=S)N(c2ccc(C(=O)OCC)cc2)C1 | -14 | -2 | i | i | i | i | 0 | -2 | i | i | i
CC(C)OC(=O)c1c(NS(=O)(=O)c2ccccc2)sc2c1CCCC2 | 0 | -8 | i | i | i | 31* | . | 18* | i | i | i
Cc1ccc(NC(=O)CSc2nc3c(c(=O)[nH]2)CN(Cc2ccc(F)cc2)CC3)cc1C | -4 | -1 | i | i | i | i | 2 | -12 | i | i | i
CCOC(=O)C/C(N)=N/N(C)c1ncc(C(F)(F)F)cc1Cl | -1 | 0 | i | i | i | i | -1 | -4 | i | i | i
Cc1cccc(C(=O)OC(C)CN2CCCC2)c1 (stereo not drawn) | -5 | -6 | i | i | i | i | 9 | -8 | i | i | i
N#Cc1ccccc1CCN1C(=O)c2ccccc2C1=O | 0 | 1 | i | i | i | i | -2 | -4 | i | i | i
CNc1cnn(-c2ccccc2)c(=O)c1Cl | 11 | -2 | i | i | i | i | 3 | -5 | i | i | i

Three of these compounds, set out differently.
SMILES	DYRK1A inh	GSK3A inh	RGS4 inh	RGS4 pot	KCNK3 inh	KCNQ1 pot	GSK3beta inhib	hERG rescue	KCNQ1 inh	PolyA inhibitor	KCNK9 block
CC(C)OC(=O)c1c(NS(=O)(=O)c2ccccc2)sc2c1CCCC2	0	-8	i	i	i	31*	.	18*	i	i	i
Cc1ccc(NC(=O)CSc2nc3c(c(=O)[nH]2)CN(Cc2ccc(F)cc2)CC3)cc1C	-4	-1	i	i	i	i	2	-12	i	i	i
CCOC(=O)C/C(N)=N/N(C)c1ncc(C(F)(F)F)cc1Cl	-1	0	i	i	i	i	-1	-4	i	i	i

(further entries)
SMILES | DYRK1A inh | GSK3A inh | RGS4 inh | RGS4 pot | KCNK3 inh | KCNQ1 pot | GSK3beta inhib | hERG rescue | KCNQ1 inh | PolyA inhibitor | KCNK9 block
CCOC(=O)N1CCN(C(=O)C2CC(c3cc(OC)ccc3OC)=NO2)CC1 (stereo not drawn) | 7 | 17 | i | i | i | i | -1 | -9 | i | . | i
Cc1nc(Nc2ccccc2)[nH]c(=O)c1CCC(C)C | -2 | -1 | i | i | i | i | 0 | -14 | i | i | i
O=C(COC(=O)c1cc([N+](=O)[O-])ccc1N1CCOCC1)NC1CCCCC1 | -2 | 0 | i | i | i | i | 0 | -13 | i | i | i
Cc1c(Cl)cnn1CC(=O)NC1C(=O)N2C(C(=O)O)=C(CSc3nnnn3C)CSC12 (stereo not drawn) | -6 | -1 | i | i | i | i | -3 | -8 | i | i | i
COc1cccc(C2=NOC(C(=O)NC(C)(C)C)C2)c1 (stereo not drawn) | -3 | -1 | i | i | i | i | 1 | -10 | i | i | i
CCOC(=O)c1c(C)[nH]c(C)c1C(=O)COC(=O)c1ccc(O)cc1 | -4 | -1 | i | i | i | i | 13 | -5 | i | i | i
Cc1ccc2c(CN3CCN(S(=O)(=O)/C=C/c4ccccc4)CC3)cc(=O)oc2c1 | -1 | -3 | i | i | i | i | 1 | -8 | i | i | i
CS(=O)(=O)Nc1cccc(C2=NN(C(=O)c3ccccc3Cl)C(c3ccccc3O)C2)c1 (stereo not drawn) | -8 | -1 | i | i | i | i | -3 | -20 | i | i | i
CC1CC1C(=O)Nc1nc(-c2cccs2)c(-c2cccs2)s1 (stereo not drawn) | -3 | 2 | i | i | i | i | 1 | -9 | i | i | i
COc1ccc(CNC(=S)Nc2ccc(F)c(Cl)c2)cc1OC | 3 | 0 | i | i | i | i | 0 | 4.9* | i | i | i
CC(C)CC1(C)N=C(c2ccccc2)C(=S)N1 (stereo not drawn) | 8 | -2 | i | i | i | i | 3 | -17 | i | i | i
COc1ccc(Cc2n[nH]c(=S)n2NC(=O)Nc2ccc(Cl)c(Cl)c2)cc1 | -11 | 2 | i | i | i | i | 2 | -4 | i | i | i
O=C(CC(NS(=O)(=O)c1ccc(Cl)cc1)c1ccco1)N1CCc2ccccc21 (stereo not drawn) | -5 | -3 | i | i | i | i | -3 | -4 | i | i | i
CC(=O)Nc1ccc(NC(=O)C(C)OC(=O)/C=C/c2cn(-c3ccccc3)nc2-c2cccnc2)cc1 (stereo not drawn) | -5 | -1 | i | i | i | i | -1 | -4 | i | i | i
CCCC(=O)NC(c1cccs1)c1cc(Cl)c2cccnc2c1O (stereo not drawn) | -6 | -3 | i | i | i | i | 2 | -10 | i | . | i
O=C(NC1CCS(=O)(=O)C1)c1ccc(S(=O)(=O)NCC2CCCO2)cc1 (stereo not drawn) | 1 | -2 | i | i | i | i | -2 | -3 | i | i | i
CCOc1ccccc1C(=O)NC(CO)C(=O)O (stereo not drawn) | 0 | -2 | i | i | i | i | -1 | -11 | i | i | i
CCCCn1cc(C(=O)c2cc(Br)ccc2O)cc(C#N)c1=O | -7 | -3 | i | i | i | i | 3 | -12 | i | i | i
O=C(c1cn(-c2ccccc2)nc1-c1cccc([N+](=O)[O-])c1)N1CCCCC1 | -3 | 1 | i | i | i | i | 0 | -7 | i | i | i
O=C(Nc1ccc(NC(=O)c2ccco2)cc1)c1cnccn1 | 2 | -2 | i | i | i | i | -3 | -6 | i | i | i
O=C(O)c1cc(N/N=C/c2ccc(N3CCOCC3)s2)ccc1Cl | 0 | . | i | i | i | i | -1 | -12 | i | i | i
COc1cccc(-n2c(=O)n(Cc3ccccc3)c(=O)c3[nH]cnc32)c1 | 8 | -1 | i | i | i | i | 0 | -13 | i | i | i
CCOC(=O)c1c(NC(=S)N2CCN(C)CC2)sc(C)c1-c1ccccc1 | -3 | -1 | i | i | i | i | 1 | -11 | i | i | i
c1ccc(CN=C2Nc3ccccc3CS2)nc1 | 1 | -3 | i | i | i | i | 1 | -3 | i | i | i
CC(C)NC(=O)NC(=O)CN1C(=O)NC(Cc2c[nH]c3ccccc23)C1=O (stereo not drawn) | 2 | -1 | i | i | i | i | -4 | -11 | i | i | i
CC1=C(C(=O)Nc2ccc(CC(=O)NCc3ccccc3C)cc2)SCCO1 | . | -4 | i | i | i | i | 3 | -10 | i | i | i
Cc1nc2ccccc2n1CC(=O)NCCN1CCOCC1 | -8 | -1 | i | i | i | i | -1 | -4 | i | i | i
COc1c(C(O)CC(C)C)ccc2c1C(=O)OCc1cc(C)cc(O)c1O2 (stereo not drawn) | 33 | 1 | i | i | i | i | 0 | -10 | i | i | i
FC(F)(F)c1cccc(NC(=S)NC2CCCC2)c1 | -2 | 1 | i | i | i | i | -3 | -14 | i | i | i
CC(=O)c1c(C)[nH]c(C(=O)OCC(=O)Nc2ccc(Cl)c(S(=O)(=O)N(C)C)c2)c1C | 6 | -2 | i | i | i | i | 4 | -6 | i | i | i
CC(C)c1nc2sc3c(NCc4ccco4)ncnc3c2c2c1COC(C)(C)C2 | 6 | -5 | i | i | i | i | -2 | -8 | i | i | i
CC(C)(C)c1ccc(C2CC2C(=O)N/N=C\c2cc3ccccc3nc2Cl)cc1 (stereo not drawn) | -5 | -2 | i | i | i | i | 2 | -13 | i | i | i
CCCCn1c(SCc2nnc(-c3ccccc3)o2)nc2c1c(=O)n(C)c(=O)n2C | -2 | -2 | i | i | i | i | . | -21 | i | i | i
CC(=O)Nc1cccc(C(=O)Oc2cccc(C)c2)c1O | 3 | 0 | i | i | i | i | 1 | -2 | i | i | i
CCOC(=O)CN1C2=NCCCN2c2ccccc21 | -4 | . | i | i | i | i | 1 | -1 | i | i | i
FC(F)(F)c1ccc(Cl)c(-n2c(-c3cc(-c4ccco4)[nH]n3)n[nH]c2=S)c1 | 8 | 4 | i | i | i | i | 2 | -9 | i | i | i
CCOC(=O)N1CCC(NC(=O)c2cccs2)CC1 | 2 | -1 | i | i | i | i | 1 | -6 | i | i | i
NS(=O)(=O)c1ccc(N2N=C(c3ccccc3)CC2c2ccccc2)cc1 (stereo not drawn) | 0 | -3 | i | i | i | i | 1 | -2 | i | i | i
COc1ccc(C(=O)Nc2ccc3ccccc3c2)cc1 | 7 | 5 | i | i | i | i | -11 | 1 | i | i | i
CC1CCC2(CC1)NC(=O)N(CC(=O)Nc1sc3c(c1C(N)=O)CCC3)C2=O (stereo not drawn) | 36 | 78* | i | i | i | i | -32 | -3 | i | i | i
CCCOc1ccc(C(=O)NC(=S)NNC(=O)c2c(-c3ccccc3)noc2C)cc1 | 4 | -6 | i | -11* | i | 15* | 2 | -12 | i | i | i
COc1ccc(/C=N/Nc2nc(C(=O)O)cs2)cc1 | 8 | 0 | i | i | i | i | 5 | -10 | i | i | i
CNC(=O)c1cccc2cccc(Sc3ccccc3C(=O)O)c12 | 5 | 0 | i | i | i | i | -4 | -9 | i | i | i
c1ccc(C2CCC(N3CCN(c4ccccc4)CC3)CC2)cc1 (stereo not drawn) | -1 | -1 | i | i | i | i | 1 | -6 | i | i | i
O=C(CN1C(=O)COc2ccccc21)NCc1ccccn1 | 0 | . | i | i | i | i | 0 | -13 | i | i | i

An excerpt. The share of hits here may be higher or lower than overall.
